From PubChem
IL1B NFkB inh = blocks IL-1B driven NFkB nuclear translocation in HUVEC cells. 0.43% of 94,000 active. inhibition, % at 2 µM. AID 796. HUVEC IL-1B NFkB p65 nuclear translocation imaging;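 active = inhibition above about 30% together with a positive call from visual inspection of the well image, limit read from the data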;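 note: nuclear over cytoplasmic p65 intensity ratio measured by imaging; 0% = IL-1B stimulated DMSO wells and 100% = unstimulated DMSO wells; values of inactives mirror those of a sister screen read the other way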
IL1B NFkB pot = enhances IL-1B driven NFkB nuclear translocation; HUVEC IL-1B NFkB p65 nuclear translocation imaging; activation, % at 2 µM; 0.3% of 94,000 active; AID 819;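 active = activation above 40%, about the mean plus 3 SD, also judged a hit on visual image review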;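 note: percent activation is computed from the nuclear over cytoplasmic p65 intensity ratio; values of inactives mirror those of a sister screen read the other way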
Bcl-B TR3 displacers = displacers of TR3 peptide from Bcl-B, primary screen, selectivity assay for Bfl-1 inhibitor project, biochemical, fluorescence polarization. FP displacement of FITC-TR3 peptide from Bcl-B; higher % means a stronger effect. displacement, % at 20 µM, or IC50 in µM where a hit was titrated. 0.11% of 96,000 active. AID 748;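 active = displacement above 50% at 20 µM plus a fluorescence interference ratio under 1.5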;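 note: plate controls were wells without compound for no effect and wells lacking Bcl-B protein for full effect; a part of the inactive calls stands beside numbers as strong as those of hits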
MRP reversal = MRP-mediated drug resistance reversal | H69AR cells + 2 uM doxorubicin, CellTiter-Glo, 72 h | differential viability (reversal), % at 10 µM | 0.04% of 85,000 active;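 active = viability drop by adding the cancer drug above about 55%, with treated viability meeting a 40% cutoff, limit read from the data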;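 note: viability without doxorubicin minus viability with 2 µM doxorubicin for each compound; larger differential means the compound sensitizes cells more to doxorubicin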
PLAP inhibitors HTS = inhibition of human placental alkaline phosphatase – biochemical, luminescence, HTS (AID 690). purified PLAP, luminescent substrate; higher % means a stronger effect. one-dose inhibition, % at 20 µM; IC50 in µM for titrated hits. 0.08% of 96,000 active; in the data active = a potency from the dose series; inactive = the rest, 99 in 100 with inhibition below about 30%; note: strong numbers were not always called active
MRP reversal cytotoxicity = recorded beside MRP reversal, whose call it bears; viability, %; H69AR cells, CellTiter-Glo, 72 h; measured here: cytotoxicity without doxorubicin
MRP reversal with doxorubicin = further read-out of MRP reversal, marked with its call; viability, %; measured here: viability with 2 uM doxorubicin; hits give low values
IL1B NFkB inh cell count 2 µM = second read-out of IL1B NFkB inh, no call of its own (marks repeat the call); cell count; measured here: cells passing quality filter;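 raw number of nuclei counted in each imaged well without normalization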
IL1B NFkB pot cell count 2 µM = recorded beside IL1B NFkB pot, whose call it bears; cell count; measured here: cells passing quality filter
* marks the source's active call; other numbers are inactive results; x = not tested or not shown. Not all compounds are listed; count on the stated rates, not on these rows.

SMILES	IL1B NFkB inh	IL1B NFkB inh cell count 2 µM	IL1B NFkB pot	IL1B NFkB pot cell count 2 µM	Bcl-B TR3 displacers	MRP reversal	MRP reversal cytotoxicity	MRP reversal with doxorubicin	PLAP inhibitors HTS
Cc1cc(C)n2nc(SCc3ncc(-c4ccccc4)o3)nc2n1	x	x	x	x	-9%	7	85	78	-63%
CCN1CCc2nc(NC(=O)c3ccc4c(c3)OCCO4)sc2C1	11	110	-11	110	1%	6	92	87	-24%
O=C(OCC#CCSc1nnc(-c2ccccc2)o1)c1cccs1	-3	159	3	159	-13%	4	87	83	32%
Cc1nnc2sc(-c3ccc(-c4ccc(Cl)c(C(F)(F)F)c4)o3)nn12	x	x	x	x	3%	5	84	79	9%
Cc1ccccc1Cn1c(Cc2ccccc2)nc2ccccc21	10	159	-10	159	-8%	x	x	x	-10%
CCOc1cc(S(=O)(=O)N2CCCCCC2)ccc1F	-1	129	1	129	-19%	4	80	76	19%
CC(=O)N1CCc2cc(S(=O)(=O)Nc3ccccc3N3CCN(C)CC3)ccc21	5	143	-5	143	1%	0	98	97	-27%
O=C(Nc1nc2ccccc2s1)c1ccc(Cl)s1	4	165	-4	165	-7%	1	79	77	8%
CC(CSc1nc2ccccc2s1)Cn1c(N2CCCC2)nc2c1c(=O)[nH]c(=O)n2C (stereo unspecified)	-16	135	16	135	0%	x	x	x	-39%
O=C(Cn1cccc1C(=O)c1ccccc1)NCc1ccccn1	-11	88	11	88	-14%	-4	95	99	5%
CC1(C)C2CCC1(C)C(OC(=O)CSc1nc(N)cc(=O)[nH]1)C2 (stereo unspecified)	9	111	-9	111	-7%	-13	97	110	9%
CCCCC(CC)C(=O)NCCCN1CCN(CCCNC(=O)C(CC)CCCC)CC1 (stereo unspecified)	x	x	x	x	-9%	-1	101	102	-69%
CCC(C)(C)n1nnnc1CN(Cc1ccc(Cl)cc1)Cc1ccco1	-1	103	1	103	-12%	16	70	53	-40%
O=C(OC(C(=O)NC1CCCC1)c1ccccn1)c1cccs1 (stereo unspecified)	0	149	0	149	2%	4	91	87	2%
S=c1nc(-c2ccccc2)oc2c1CCCC2	-8	115	8	115	6%	x	x	x	-6%
c1ccc(-c2nnc3n2NC(c2ccc4c(c2)OCO4)S3)cc1 (stereo unspecified)	6	158	-6	158	2%	x	x	x	14%
CCn1c(=S)[nH]c2nc3c(cc2c1=O)CCCC3	-1	148	1	148	-8%	-7	71	77	-5%
CC(C)(C)N1NC(=O)Nc2ccccc2C1=O	4	57	-4	57	-3%	0	99	100	14%
Cc1nc(Cl)sc1C(=O)O	-5	121	5	121	-1%	28	112	84	5%
CCC(C)NC(=O)c1cc(-c2ccccc2O)on1 (stereo unspecified)	-16	53	16	53	-13%	10	99	89	14%

Some entries already given, limited to MRP reversal, PLAP inhibitors HTS and MRP reversal with doxorubicin:
SMILES	MRP reversal	PLAP inhibitors HTS	MRP reversal with doxorubicin
S=c1nc(-c2ccccc2)oc2c1CCCC2	x	-6%	x
c1ccc(-c2nnc3n2NC(c2ccc4c(c2)OCO4)S3)cc1 (stereo unspecified)	x	14%	x
CCn1c(=S)[nH]c2nc3c(cc2c1=O)CCCC3	-7	-5%	77
CC(C)(C)N1NC(=O)Nc2ccccc2C1=O	0	14%	100

Back to the main list, starting three compounds before the break.
SMILES	IL1B NFkB inh	IL1B NFkB inh cell count 2 µM	IL1B NFkB pot	IL1B NFkB pot cell count 2 µM	Bcl-B TR3 displacers	MRP reversal	MRP reversal cytotoxicity	MRP reversal with doxorubicin	PLAP inhibitors HTS
CC(C)(C)N1NC(=O)Nc2ccccc2C1=O	4	57	-4	57	-3%	0	99	100	14%
Cc1nc(Cl)sc1C(=O)O	-5	121	5	121	-1%	28	112	84	5%
CCC(C)NC(=O)c1cc(-c2ccccc2O)on1 (stereo unspecified)	-16	53	16	53	-13%	10	99	89	14%
Cc1nn2c(-c3ccccc3)nnc2c2ccccc12	-3	129	3	129	-2%	-19	39	58	-9%
CCOC(=O)c1c(C)[nH]c(C)c1C(=O)COC(=O)c1ccc(Cl)c(S(N)(=O)=O)c1	7	168	-7	168	-4%	9	81	72	-56%
CCCS(=O)(=O)N1CCCC(C(=O)NCc2ccco2)C1 (stereo unspecified)	-15	152	15	152	4%	-10	93	103	-4%
COc1cc2c(cc1NCc1ccc3c(c1)OCO3)oc1ccccc12	-3	84	3	84	x	14	100	86	x
COC(=O)C1=CN(C(C)C)C=C(C(=O)OC)C1c1cccc(OC)c1	-12	195	13	195	4%	15	54	38	-36%
N#CCCCN1C(=O)C(O)(CC(=O)c2ccc3c(c2)OCCO3)c2ccccc21 (stereo unspecified)	-20	136	20	136	-2%	7	92	86	-4%
N#Cc1cc([N+](=O)[O-])cnc1NCC(O)CO (stereo unspecified)	1	171	-1	171	-8%	x	x	x	16%
COC(=O)c1sc(NC(=O)CSc2nnnn2-c2cccc(OC)c2)nc1C	10	89	-10	89	x	-17	43	59	x
Clc1ccc(OCCSCc2nc3ccccc3[nH]2)cc1	-13	120	13	120	-4%	x	x	x	6%
CCCNC(=O)CSc1nnc(-c2ccco2)n1C	-5	199	5	199	-4%	-9	102	111	17%
CCOC(=O)Nc1ccc2c(CN3CCN(S(=O)(=O)c4ccccc4)CC3)cc(=O)oc2c1	-26	129	26	129	x	x	x	x	x
CC(=O)c1c(N)[nH]c(-c2ccccc2)nc1=S	9	100	-9	100	-16%	-12	99	111	-2%
Cn1cnnc1SCC(=O)NCCC(c1ccccc1)c1ccccc1	-9	162	9	162	-5%	5	90	85	-53%
O=C1CC(N2CCN(C3CC(=O)N(CCc4ccccc4)C3=O)CC2)C(=O)N1CCc1ccccc1 (stereo unspecified)	-18	74	18	74	-8%	4	94	90	-43%
Cc1cccc(OCc2nnc(SCC(=O)N(C(C)C)C(C)C)n2Cc2ccco2)c1C	-4	83	4	83	8%	0	79	79	-57%
CCc1nnc2n1N=C(c1ccc(-c3ccc(Cl)cc3Cl)o1)CS2	0	113	0	113	x	1	84	83	x
O=C(O)c1cc(-c2cccnc2)nn1-c1ccccn1	x	x	x	x	5%	-6	91	97	8%
COC(=O)c1ccc2c(c1)N(Cc1ccccc1F)C(=O)c1ccccc1S2=O (stereo unspecified)	x	x	x	x	-2%	1	92	91	-28%
CCc1ccc(N2CC(C(=O)NC3=NCCS3)CC2=O)cc1 (stereo unspecified)	-9	102	9	102	-4%	0	101	101	-3%
O=C(COC(=O)C1(c2ccc(F)cc2)CCCC1)N1CCN(C(=O)c2ccco2)CC1	-5	166	5	166	-11%	6	88	83	-55%
COCCNC(=O)CSc1nc2ccccc2c(=O)n1CC1CCCO1 (stereo unspecified)	3	125	-3	125	-19%	13	98	85	0%
O=C(NCc1ccccc1)c1ccc(-c2ccc(F)cc2)o1	-20	187	20	187	3%	12	106	95	4%
O=c1[nH][nH]c(=O)c2cc(N3CCCC3)ccc12	4	124	-4	124	1%	-4	96	99	1%
CCN1C(=O)CC(N2CCC(Nc3ccc(OC)cc3)CC2)C1=O (stereo unspecified)	-12	161	11	161	-8%	22	100	78	-34%
COc1cc(C(=O)Nc2nc3ccc4nc(C)sc4c3s2)cc(OC)c1OC	-17	79	17	79	-42%	-4	90	93	-39%
CCN(CC)CCn1c2ccc(F)cc2c2nc(C)sc21	1	159	-1	159	17%	-6	65	72	-70%
CCOC(=O)C(NCc1ccccn1)(NC(=O)c1cccnc1)C(F)(F)F (stereo unspecified)	-10	119	10	119	7%	1	96	96	-84%
O=C(CSc1n[nH]c(-c2ccccc2O)n1)N1CCCc2ccccc21	-16	156	16	156	-5%	-39	25	64	2%
Cc1ccc(C2CC(=O)Nc3cc4c(cc32)OCCO4)s1 (stereo unspecified)	0	123	0	123	-1%	-7	53	60	15%
O=C(NCc1ccco1)C(c1ccccc1F)N(Cc1cccnc1)C(=O)Cn1nnc2ccccc21 (stereo unspecified)	x	x	x	x	-14%	8	87	79	-71%
Cc1c(C(=O)O)c(=S)sn1CCOc1ccccc1	28	121	-28	121	-8%	1	101	100	2%
CCOC(=O)c1ccc(NC(=O)Cn2cccc2)cc1	7	129	-7	129	-10%	2	94	92	18%
Cc1ccc(C(=O)NNC(=O)CSc2nnc(-c3ccncc3)n2-c2ccc(C)cc2)cc1	4	143	-4	143	-16%	x	x	x	-88%
Cc1nnc(NC(=O)c2ccc3c(c2)C(=O)N(CCC(C)C)C3=O)s1	-11	136	11	136	4%	-8	66	74	-4%
CCCCOc1ncnc2c1[nH]c1ccc(F)cc12	-8	215	7	215	6%	-15	54	69	8%
COc1ccc2nc3oc(C(=O)N4CCN(c5ccccc5F)CC4)cc3cc2c1	7	202	-7	202	0%	-4	80	84	11%
c1cncc(-c2nc(N3CCCCCC3)c3ccccc3n2)c1	-5	120	5	120	2%	-15	57	72	-26%
O=C1c2ccccc2C(=O)N1OCc1ccccc1	6	95	-6	95	-6%	-7	90	97	3%
CC1CN(C(=O)c2ccccc2C(=O)c2ncc[nH]2)CC(C)O1 (stereo unspecified)	x	x	x	x	-2%	16	98	82	3%
Nc1nc2n(n1)C(c1ccco1)CC(c1ccc(Cl)cc1)N2 (stereo unspecified)	-14	127	13	127	-4%	10	109	99	0%
O=C(NC1CCCCC1)N1CCN(C2CCCCC2)CC1	-2	146	2	146	-2%	-1	104	105	0%
Cc1cc(SCC(=O)c2ccccc2)nc(SCC(=O)c2ccccc2)n1	-14	144	14	144	-8%	-8	72	80	12%
COC(=O)[C@H](C)NC(=O)NC1CCCc2ccccc21 (stereo partly specified)	-14	122	14	122	-3%	3	98	94	14%
O=C(Nc1cccc(F)c1)c1ccccc1	-4	143	4	143	-7%	5	98	93	-4%
Clc1cccc(-c2cc3nc4c(c(N5CCNCC5)n3n2)CCCC4)c1	-3	152	3	152	x	0	2	1	x
COc1cc(C2c3sc(=O)[nH]c3SC3C4CCC(C4)C23)ccc1O (stereo unspecified)	7	146	-7	146	1%	x	x	x	1%
Cc1ccc(S(=O)(=O)N2CCN(C(=O)CCC(=O)OCC(=O)Nc3cccc(C#N)c3)CC2)cc1	5	157	-5	157	-4%	9	95	86	-55%
CC1Cc2ccccc2N1C(=O)CN1CCc2ccccc2C1 (stereo unspecified)	x	x	x	x	-8%	15	95	80	-42%
CCCCN(CC)CCCNC(=O)c1cc2c(=O)n(C)c3ccccc3c2n1C	4	50	-4	50	x	5	61	56	x
C/C(=N/NC(=O)Cc1cccn1C)c1ccccc1	-16	70	16	70	-2%	1	100	99	-10%
CSc1nnc(-c2sc3cc(C(F)(F)F)cnc3c2-c2ccccc2)n1C	x	x	x	x	-1%	-54	25	79	-97%
O=C1CCCC2=C1C1(CCCCC1)N=C(Nc1nc3ccccc3s1)N2	-11	175	11	175	-3%	-1	100	101	5%
CCOc1ccccc1C(=O)NC(C(=O)Nc1ccccc1N1CCOCC1)C(C)C (stereo unspecified)	-1	95	1	95	-16%	-5	83	88	-55%
COc1cc(/C=C2/CCC/C(=C\c3cc(O)c(OC)c(Cl)c3)C2=O)cc(Cl)c1O	1	183	-1	183	-6%	x	x	x	28µM*
CCOC(=O)C(C(=O)OCC)C1N=C(N)N=C2Oc3ccccc3N21 (stereo unspecified)	0	119	0	119	-18%	21	94	73	-197%
O=c1c(C/C=C/c2ccccc2)c(O)nc2n1CCCS2	-16	215	16	215	9%	-7	92	99	8%
O=C(N/N=C/c1ccc2c(c1)OCO2)c1sc2cccc(Cl)c2c1Cl	-4	163	4	163	-1%	x	x	x	0%
COc1ccc(N=Nc2nc3ccc(Br)cc3n2C)cc1	-7	130	7	130	39%	x	x	x	5%
COCCN(CC(=O)Nc1ccc(F)cc1)S(=O)(=O)c1ccc(S(=O)(=O)N2CCCC2)cc1	5	105	-5	105	2%	-2	91	93	8%

Sorted by length of the SMILES (smallest number first): 3 of the compounds above
SMILES	IL1B NFkB inh	IL1B NFkB inh cell count 2 µM	IL1B NFkB pot	IL1B NFkB pot cell count 2 µM	Bcl-B TR3 displacers	MRP reversal	MRP reversal cytotoxicity	MRP reversal with doxorubicin	PLAP inhibitors HTS
CC1Cc2ccccc2N1C(=O)CN1CCc2ccccc2C1 (stereo unspecified)	x	x	x	x	-8%	15	95	80	-42%
Clc1cccc(-c2cc3nc4c(c(N5CCNCC5)n3n2)CCCC4)c1	-3	152	3	152	x	0	2	1	x
CCOc1ccccc1C(=O)NC(C(=O)Nc1ccccc1N1CCOCC1)C(C)C (stereo unspecified)	-1	95	1	95	-16%	-5	83	88	-55%
